From PubChem BioAssay
AHR activator: AHR activators, primary screen, cell-based, luminescence, luciferase reporter, human; 2.5% of 320,000 active; activation, % at 5 µM; AHR-responsive luciferase reporter cells; in the data active means activation above about 47%;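 further: 0% = vehicle wells and 100% = reference agonist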
Target sequence (P35869 whole entry, looked up): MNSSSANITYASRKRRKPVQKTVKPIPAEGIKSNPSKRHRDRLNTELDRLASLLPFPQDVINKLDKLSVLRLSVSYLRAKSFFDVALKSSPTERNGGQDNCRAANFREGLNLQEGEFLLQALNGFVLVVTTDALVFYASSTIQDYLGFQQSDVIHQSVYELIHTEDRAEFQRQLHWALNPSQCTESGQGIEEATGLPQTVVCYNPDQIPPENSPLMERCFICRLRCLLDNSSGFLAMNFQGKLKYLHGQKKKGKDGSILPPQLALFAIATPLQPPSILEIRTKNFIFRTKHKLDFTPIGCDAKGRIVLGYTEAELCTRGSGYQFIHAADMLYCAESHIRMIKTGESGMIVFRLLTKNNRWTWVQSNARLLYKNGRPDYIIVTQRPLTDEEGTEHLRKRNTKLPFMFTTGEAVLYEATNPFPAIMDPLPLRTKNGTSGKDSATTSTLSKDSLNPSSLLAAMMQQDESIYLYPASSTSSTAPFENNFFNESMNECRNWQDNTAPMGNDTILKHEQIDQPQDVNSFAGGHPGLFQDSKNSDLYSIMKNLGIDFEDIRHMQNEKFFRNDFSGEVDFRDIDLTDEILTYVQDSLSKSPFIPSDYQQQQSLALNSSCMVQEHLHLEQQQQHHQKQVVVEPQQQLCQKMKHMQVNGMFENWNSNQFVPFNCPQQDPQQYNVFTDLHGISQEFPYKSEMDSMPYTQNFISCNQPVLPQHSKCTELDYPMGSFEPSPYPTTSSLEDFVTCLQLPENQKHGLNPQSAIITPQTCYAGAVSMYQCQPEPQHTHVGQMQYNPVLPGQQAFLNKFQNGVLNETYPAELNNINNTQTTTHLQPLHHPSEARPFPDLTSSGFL
RPL19A-GFP yeast: RPL19A-GFP expression modulators in yeast, primary screen, cell-based, S. cerevisiae, multiplex flow cytometry, MLPCN. S. cerevisiae RPL19A-GFP strain, 3 h; stronger effect = lower value. 0.3% of 330,000 active. percent response vs DMSO, % at 10 µM;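 active means percent response vs DMSO below 50%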;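 further: median channel GFP fluorescence of the barcoded RPL19A-GFP strain; ratio of sample median GFP to plate DMSO average so 100% = DMSO; lower means less RPL19A-GFP as with rapamycin TOR inhibition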
proCasp3 act: activators of human procaspase-3 D3A mutant, primary screen, biochemical, absorbance, PC-3 D3A mutant, single concentration; recombinant procaspase-3 D3A, Ac-DEVD-pNA absorbance 405 nm; activation, % at 8.5 µM; 0.11% of 330,000 active; AID 463141, 2010;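 active means activation above the mean of all tested compounds plus 3 SD, cut at about 21% in these data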;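 further: 0% = DMSO alone and 100% = DMSO wells spiked with extra 5 µM PC-3 D3A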
Target sequence (P42574 whole entry D9A/D28A/D175A): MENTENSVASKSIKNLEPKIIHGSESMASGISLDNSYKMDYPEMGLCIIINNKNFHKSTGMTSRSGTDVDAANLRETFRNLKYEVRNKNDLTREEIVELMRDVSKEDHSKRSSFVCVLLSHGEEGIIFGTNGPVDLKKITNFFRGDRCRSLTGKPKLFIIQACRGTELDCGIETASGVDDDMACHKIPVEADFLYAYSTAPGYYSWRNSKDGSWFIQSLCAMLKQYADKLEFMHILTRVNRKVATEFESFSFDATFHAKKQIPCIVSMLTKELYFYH
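System: Procaspase-3 D3A mutant. Medium: Zinc-free 300 mM NaCl, 50 mM HEPES, 0.01% Triton X-100. Schedule: 1 h preincubation plus 2 h reaction at 25 °C. Measured by: 405 nm absorbance of p-nitroaniline, reads at 0 and 120 min. Read-out: percent activation relative to control range.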
proCasp7 act: procaspase-7 activators, primary screen, counter-screen for procaspase-3 activator project, biochemical, absorbance, HTS, human; Caspase-7 (Homo sapiens), P55210; recombinant procaspase-7, Ac-DEVD-pNA absorbance 405 nm; D23A/D198A/D206A triple mutant, cannot self-cleave; scale: DMSO 0, 5 µM enzyme 100; activation, % at 8.5 µM; 0.093% of 330,000 active; AID 463210, 2010;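 active means percent activation above the screen-wide mean plus 3 SD, cut at about 25% in these data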
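Detection: p-Nitroaniline absorbance at 405 nm, read at 0 and 120 min; system: Uncleavable procaspase-7 mutant enzyme; evaluation: % activation from two-timepoint absorbance difference, scaled to controls; times: 1 h enzyme–compound preincubation and 2 h substrate reaction, both 25 °C; buffer or medium: Zinc-free HEPES pH 7.4 with 300 mM NaCl, 0.01% Triton X-100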
LAP4 TOR yeast: modulators of LAP4-GFP expression in yeast, primary screen, S. cerevisiae, multiplex flow cytometry, MLPCN library | 3 h; median GFP as percent of DMSO wells | GFP response vs DMSO, % at 10 µM | 0.34% of 320,000 active | AID 2023, 2009;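 active means GFP response vs DMSO above a set limit, about the screen mean plus 3 SD, cut at about 150% in these data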
JMJD2C inh: inhibitors of GASC-1 histone demethylase, primary screen, biochemical, fluorescence, DELFIA europium; Lysine-specific demethylase 4C (Homo sapiens), Q9H3R0; GST-JMJD2C(1-420) H3K9me3 demethylation; inhibition, % at 2.35 µM; 0.069% of 330,000 active;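 active means more than half of a compound's replicate wells show inhibition beyond 50%, single wells judged on their own value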;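 further: signal counts dimethyl H3K9 product captured on neutravidin plate; 0% = median of DMSO wells and 100% = 0.3 times that DMSO median; strong numbers were not always called active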
MEP2 TOR yeast: modulators of MEP2-GFP levels in yeast, primary screen, S. cerevisiae, multiplex flow cytometry, MLPCN library; S. cerevisiae MEP2-GFP strain, 3 h; 100% = DMSO control level; GFP response vs DMSO, % at 10 µM; 0.51% of 330,000 active;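 active means GFP response versus DMSO above a set limit, roughly screen mean plus 3 SD, cut at about 180% in these data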;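 further: median GFP fluorescence of the barcode-gated MEP2-GFP cells per well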
CR mimetic SO: reduction of superoxide in aged yeast, primary screen, HTS; S. cerevisiae aged cells, superoxide DHE fluorescence; stronger effect = lower value; AID 2690, 2010; superoxide response (% of plate mean), % at 10 µM; 0.18% of 330,000 active;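 active means superoxide response under a set limit, about three screen SD below normal, cut at about 65% in these data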;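 further: yeast aged for seven days with compound at 30 °C before DHE staining; 100% = average MFI of all compound-treated wells on the plate with controls excluded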
Numbers without * were called inactive; & = joins results of further samples; [ ] = dose if it differs, or a comment.

`CCCN1C(=O)C(O)(CC(=O)c2ccc3c(c2)OCCO3)c2ccccc21` (stereo unspecified) gave AHR activator 1.8, RPL19A-GFP yeast 106.3, proCasp3 act -4.6, proCasp7 act 3.6, LAP4 TOR yeast 105.0, JMJD2C inh -5.4, MEP2 TOR yeast 104.3 and CR mimetic SO 95.9.
CCSc1nc2ccccc2[nH]1 was read as AHR activator 31.4&7.9, RPL19A-GFP yeast 101.3&96.4, proCasp3 act 5.4&-2.4, proCasp7 act 5.4&1.2, LAP4 TOR yeast 104.9&101.2, JMJD2C inh -7.1&1.9, MEP2 TOR yeast 101.5&98.5 and CR mimetic SO 94.8&95.0.
Screening CC1(C)Cc2nc3oc4c(N(CCO)Cc5ccccc5)ncnc4c3cc2CO1 returned AHR activator 23.0, RPL19A-GFP yeast 97.0, proCasp3 act 2.0, proCasp7 act 3.1, LAP4 TOR yeast 96.8, JMJD2C inh -2.5, MEP2 TOR yeast 103.4 and CR mimetic SO 96.0.
`Nc1nc(N)nc(-c2ccccc2)n1` gave AHR activator 5.7, RPL19A-GFP yeast 92.5, proCasp3 act 4.2, proCasp7 act 2.2, LAP4 TOR yeast 106.4, JMJD2C inh -1.6, MEP2 TOR yeast 90.0 and CR mimetic SO 97.8.
Screening O=C(COc1ccc(-c2nnco2)cc1)NCc1ccccc1Cl returned AHR activator 24.0, RPL19A-GFP yeast 100.9, proCasp3 act 2.0, proCasp7 act 5.1, LAP4 TOR yeast 85.0, JMJD2C inh -5.0, MEP2 TOR yeast 94.1 and CR mimetic SO 83.3.
CC(=O)Nc1ccc(NC(=O)CS(=O)(=O)c2cn(CC(=O)N3CCCC3)c3ccccc23)cc1 was read as AHR activator -4.5, RPL19A-GFP yeast 103.7, proCasp3 act 5.6, proCasp7 act 6.1, LAP4 TOR yeast 93.4, JMJD2C inh -17.8, MEP2 TOR yeast 96.5 and CR mimetic SO 82.2.
CCn1c(=O)c(C(C)=O)c(O)c2ccccc21 was read as AHR activator -1.8, RPL19A-GFP yeast 91.5, proCasp3 act 3.2, proCasp7 act -7.7, LAP4 TOR yeast 173.6*, JMJD2C inh 18.8, MEP2 TOR yeast 92.0 and CR mimetic SO 105.2.
`CCOC(=O)CCSc1nc(-c2ccc3c(c2)OCO3)cc(C(F)(F)F)c1C#N` gave AHR activator 6.0, RPL19A-GFP yeast 93.2, proCasp3 act 3.1, proCasp7 act 6.0, LAP4 TOR yeast 92.0, JMJD2C inh 2.3, MEP2 TOR yeast 98.8 and CR mimetic SO 105.6.
Screening COc1ccc(C(=O)NCC(=O)NC2=NCCS2)cc1 returned AHR activator -1.4, RPL19A-GFP yeast 96.1, proCasp3 act 12.1, proCasp7 act -3.3, LAP4 TOR yeast 93.0, JMJD2C inh 3.6, MEP2 TOR yeast 101.0 and CR mimetic SO 107.9.
For C=CCc1ccccc1OCC(O)CN1CCN(C(=O)OCC)CC1 (stereo unspecified) the results were AHR activator 3.9, RPL19A-GFP yeast 95.1, proCasp3 act -0.4, proCasp7 act -4.0, LAP4 TOR yeast 93.3, JMJD2C inh -12.3, MEP2 TOR yeast 97.4 and CR mimetic SO 100.2.
Screening COC(=O)[C@]1(C)N[C@H](CN(C)C(=O)c2ccc(C)cc2)[C@@H]2C(=O)N(C)C(=O)[C@@H]21 returned AHR activator 1.6, RPL19A-GFP yeast 96.0, proCasp3 act -7.9, proCasp7 act -2.1, LAP4 TOR yeast 94.2, MEP2 TOR yeast 102.1 and CR mimetic SO 143.4.
Screening Cc1ccc(C)c(Oc2ccc(S(=O)(=O)N3CCN(C)CC3)cn2)c1 returned AHR activator 2.7, RPL19A-GFP yeast 103.2, proCasp3 act -0.4, proCasp7 act 5.4, LAP4 TOR yeast 106.7, JMJD2C inh -2.3, MEP2 TOR yeast 103.2 and CR mimetic SO 100.6.

The closing two compounds of the section before are carried over, then new ones follow:
Screening COC(=O)[C@]1(C)N[C@H](CN(C)C(=O)c2ccc(C)cc2)[C@@H]2C(=O)N(C)C(=O)[C@@H]21 returned AHR activator 1.6, RPL19A-GFP yeast 96.0, proCasp3 act -7.9, proCasp7 act -2.1, LAP4 TOR yeast 94.2, MEP2 TOR yeast 102.1 and CR mimetic SO 143.4.
Screening Cc1ccc(C)c(Oc2ccc(S(=O)(=O)N3CCN(C)CC3)cn2)c1 returned AHR activator 2.7, RPL19A-GFP yeast 103.2, proCasp3 act -0.4, proCasp7 act 5.4, LAP4 TOR yeast 106.7, JMJD2C inh -2.3, MEP2 TOR yeast 103.2 and CR mimetic SO 100.6.
O=C(COc1ccc(S(=O)(=O)N2CCOCC2)cc1)NC1CCCC1 was read as AHR activator -2.3, RPL19A-GFP yeast 98.6, proCasp3 act 9.2, proCasp7 act -0.2, LAP4 TOR yeast 102.4, JMJD2C inh -1.6, MEP2 TOR yeast 102.1 and CR mimetic SO 88.0.
For Cc1ccc(NC(=O)CN(C)C(=O)CNC(=O)c2cccs2)cc1 the results were AHR activator 0.2, RPL19A-GFP yeast 101.7, proCasp3 act 9.9, proCasp7 act 0.6, LAP4 TOR yeast 108.8, JMJD2C inh -1.3, MEP2 TOR yeast 99.9 and CR mimetic SO 90.1.
Screening CN1/C(=C\C(=O)Nc2ccc(F)cc2)C(C)(C)c2ccccc21 returned AHR activator 21.2, RPL19A-GFP yeast 98.1, proCasp3 act -6.8, proCasp7 act -14.3, LAP4 TOR yeast 104.8, JMJD2C inh -0.6, MEP2 TOR yeast 99.8 and CR mimetic SO 79.8.
CCOc1ccc(CNC(=O)CCS(=O)(=O)c2ccc3c(c2)oc(=O)n3C)cc1 was read as AHR activator -0.6, RPL19A-GFP yeast 96.5, proCasp3 act 6.2, proCasp7 act -2.2, LAP4 TOR yeast 91.4, JMJD2C inh -2.5, MEP2 TOR yeast 97.8 and CR mimetic SO 94.7.
Screening O=C(N/N=C/c1ccc(N2CCOCC2)cc1)c1ccccc1OCCOc1ccccc1 returned AHR activator 44.4, RPL19A-GFP yeast 91.3, proCasp3 act -6.0, proCasp7 act -2.9, LAP4 TOR yeast 104.9, JMJD2C inh -40.7, MEP2 TOR yeast 101.7 and CR mimetic SO 99.1.
`Cc1cccc(N2N=C(C(=O)Nc3ccc(Cl)c(S(=O)(=O)N4CCOCC4)c3)CCC2=O)c1` gave AHR activator 17.1, RPL19A-GFP yeast 99.4, proCasp3 act -4.8, proCasp7 act 2.3, LAP4 TOR yeast 104.5, JMJD2C inh 3.6, MEP2 TOR yeast 95.6 and CR mimetic SO 87.6.
For CCOC(=O)c1c(-c2ccccc2)oc2ccc(O)cc12 the results were AHR activator 1.4, RPL19A-GFP yeast 104.4, proCasp3 act 7.3, proCasp7 act 10.9, LAP4 TOR yeast 97.0, JMJD2C inh -3.9, MEP2 TOR yeast 102.7 and CR mimetic SO 99.0.
For COc1cc(C2C(C(=O)c3ccco3)=C(O)C(=O)N2c2cc(C)on2)cc(Br)c1O (stereo unspecified) the results were AHR activator 1.0, RPL19A-GFP yeast 106.2, proCasp3 act 3.3, proCasp7 act 4.8, LAP4 TOR yeast 101.9, JMJD2C inh -1.9, MEP2 TOR yeast 103.5 and CR mimetic SO 109.7.
Cc1ccc(NC(=O)C(C)Sc2nc(-c3ccccc3)cc(=O)[nH]2)cc1 (stereo unspecified) was read as AHR activator 3.8, RPL19A-GFP yeast 99.6, proCasp3 act 10.1, proCasp7 act 2.4, LAP4 TOR yeast 100.1, JMJD2C inh 34.9, MEP2 TOR yeast 96.0 and CR mimetic SO 114.3.
`COc1ccc(NC(=S)NNC(=O)Cn2nc(C(F)F)cc2C(F)F)cc1` gave AHR activator -1.3, RPL19A-GFP yeast 104.2, proCasp3 act 0.2, proCasp7 act -13.5, LAP4 TOR yeast 90.5, JMJD2C inh 0.7, MEP2 TOR yeast 106.0 and CR mimetic SO 103.1.
For COc1cccc(N2CC(C(=O)Nc3nnc(SCC(=O)NCC4CCCO4)s3)CC2=O)c1 (stereo unspecified) the results were AHR activator -0.7, RPL19A-GFP yeast 100.5[may fluoresce green], proCasp3 act 1.6, proCasp7 act -4.2, LAP4 TOR yeast 101.6[may fluoresce green], JMJD2C inh -0.7, MEP2 TOR yeast 99.6[may fluoresce green] and CR mimetic SO 94.0.
For O=C(Nc1ccccc1)c1cc([N+](=O)[O-])ccc1NC1CCCCC1 the results were AHR activator 51.7*, RPL19A-GFP yeast 100.7, proCasp3 act -14.5, proCasp7 act -5.9, LAP4 TOR yeast 98.3, JMJD2C inh -34.1, MEP2 TOR yeast 108.6 and CR mimetic SO 111.9.
For CNC(=S)N(CCc1c(C)[nH]c2ccc(F)cc12)Cc1cccnc1 the results were AHR activator 4.0, RPL19A-GFP yeast 102.2, proCasp3 act -2.4, proCasp7 act -14.4, LAP4 TOR yeast 94.3, JMJD2C inh -8.3, MEP2 TOR yeast 102.7 and CR mimetic SO 100.6.
`COc1cc(NC(=O)c2ccc([N+](=O)[O-])o2)ccc1NC(=O)c1cccs1` gave AHR activator -1.5, RPL19A-GFP yeast 104.9, proCasp3 act 1.8, proCasp7 act 12.5, LAP4 TOR yeast 97.3, JMJD2C inh -5.2, MEP2 TOR yeast 103.9 and CR mimetic SO 111.9.
Screening COC(=O)C1CSC(c2ccc(Cl)cc2)N1C(=O)c1ccccc1 (stereo unspecified) returned AHR activator 0.2, RPL19A-GFP yeast 92.4, proCasp3 act 3.6, proCasp7 act 2.3, LAP4 TOR yeast 88.5, JMJD2C inh -8.3, MEP2 TOR yeast 95.7 and CR mimetic SO 91.7.
Screening CCOC(=O)c1[nH]c2ccccc2c1NC(=O)CCN1CCN(C(=O)OCC)CC1 returned AHR activator 1.5, RPL19A-GFP yeast 99.6, proCasp3 act 2.4, proCasp7 act -1.7, LAP4 TOR yeast 106.8, JMJD2C inh -4.4, MEP2 TOR yeast 101.8 and CR mimetic SO 117.3.
Screening Cc1ccc(NC(=O)C(C)OC(=O)c2ccc(Cl)nc2)cc1S(=O)(=O)N1CCOCC1 (stereo unspecified) returned AHR activator 31.1, RPL19A-GFP yeast 96.5, proCasp3 act 5.0, proCasp7 act -4.7, LAP4 TOR yeast 106.8, JMJD2C inh -4.6, MEP2 TOR yeast 101.0 and CR mimetic SO 75.3.
`CCc1ccc(NC(=O)c2ccc(NC3=NC4CS(=O)(=O)CC4S3)cc2)cc1` (stereo unspecified) gave AHR activator 0.7, RPL19A-GFP yeast 100.7, proCasp3 act 11.1, proCasp7 act -3.9, LAP4 TOR yeast 97.5, JMJD2C inh 14.1, MEP2 TOR yeast 104.2 and CR mimetic SO 121.9.
For Cc1ccc(COc2ccccc2C(=S)N2CCCC2)cc1 the results were AHR activator 4.8, RPL19A-GFP yeast 97.0, proCasp3 act -6.7, proCasp7 act -3.9, LAP4 TOR yeast 104.0, JMJD2C inh 5.8, MEP2 TOR yeast 98.4 and CR mimetic SO 93.4.
`S=c1nc[nH]c2c1ncn2C1CCCC1` gave RPL19A-GFP yeast 96.5, LAP4 TOR yeast 91.4, JMJD2C inh -4.9, MEP2 TOR yeast 98.8 and CR mimetic SO 97.9.
